Source: PubChem (several laboratories)
S1P4 antag = antagonists of human S1P4 receptor. 0.26% of 220,000 active. S1P4-expressing cells, antagonist mode, reporter read-out. O95977. AID 1510. inhibition, % at 4.98 µM; in the data active = inhibition above about 29%;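 also: 0% = wells stimulated with agonist and 100% = vehicle wells without agonist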
Target sequence (O95977 whole entry, looked up): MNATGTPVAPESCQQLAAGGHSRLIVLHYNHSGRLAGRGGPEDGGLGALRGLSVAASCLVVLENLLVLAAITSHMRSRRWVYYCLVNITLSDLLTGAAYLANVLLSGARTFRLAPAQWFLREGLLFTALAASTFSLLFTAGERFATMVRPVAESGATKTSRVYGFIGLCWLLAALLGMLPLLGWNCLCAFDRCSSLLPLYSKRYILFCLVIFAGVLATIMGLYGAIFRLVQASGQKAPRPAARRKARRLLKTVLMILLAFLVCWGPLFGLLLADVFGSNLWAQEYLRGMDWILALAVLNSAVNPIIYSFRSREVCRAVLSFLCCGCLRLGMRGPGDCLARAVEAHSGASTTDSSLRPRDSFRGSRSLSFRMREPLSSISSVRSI
RBBP9 inhibitor = blocks human serine hydrolase RBBP9; 0.2% of 220,000 active; inhibition, % at 7.94 µM; recombinant RBBP9, FP-Rh probe fluorescence polarization; AID 1515; O75884;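 active = inhibition above the campaign mean of all tested compounds plus 3 SD, cut at about 14% in these data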;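 also: plate controls were DMSO wells with RBBP9 for no effect and wells lacking RBBP9 protein for full effect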
Target sequence (O75884 whole entry, looked up): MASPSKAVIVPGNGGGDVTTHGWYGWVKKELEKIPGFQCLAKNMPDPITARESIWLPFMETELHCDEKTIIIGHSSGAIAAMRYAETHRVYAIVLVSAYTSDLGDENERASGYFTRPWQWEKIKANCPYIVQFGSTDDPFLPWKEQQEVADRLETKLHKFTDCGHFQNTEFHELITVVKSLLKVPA
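Measured by – fluorescence polarization · Test system – RBBP9 protein · Input – 2.5 µM RBBP9 dispensing solution, before mixing · Measure – percent inhibition from mP, scaled between DMSO and no-protein wells · Benchmarks – DMSO-treated enzyme wells and wells lacking RBBP9 · Times – preincubation 30 min plus labeling 45 min at 25 °C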
BaF3 parental = parental Ba/F3 viability inhibition as JAK2V617F counter-screen | CellTiter-Glo ATP luminescence | inhibition, % at 5.6 µM | 1.1% of 220,000 active | AID 1486;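 active = inhibition above a per-campaign cutoff, the mean inhibition of all tested compounds plus 3 SD, cut at about 27% in these data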;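 also: 0% = DMSO wells and 100% = JAK Inhibitor I control wells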
NPY-Y1 antag = antagonists of human neuropeptide Y receptor Y1; P25929; HEK293-CNG Y1 cells, membrane potential fluorescence; NPY at EC95, then isoproterenol; inhibition, % at 3.6 µM; 1% of 200,000 active; AID 1040;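 active = inhibition above the campaign mean inhibition of all tested compounds plus 3 SD, cut at about 20% in these data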;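 also: 0% = DMSO wells given NPY plus isoproterenol and 100% = isoproterenol alone without NPY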
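Test system – HEK293 Y1/CNG channel cell line · Also added – NPY agonist 25 nM, then isoproterenol 1 µM plus Ro 20-1724 25 µM · Compound dosing – one concentration, 3.6 µM, in 0.4% DMSO · Schedule – compound incubation 1 h at room temperature, readout 45 min post-stimulation · Technique – fluorescence, membrane potential probe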
Ba/F3 V617F tox = reduce viability of Ba/F3 cells dependent on JAK2V617F; Ba/F3 EpoR-JAK2V617F viability, ATP luminescence; 1.1% of 220,000 active; AID 1446; inhibition, % at 5.6 µM;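 active = inhibition above the campaign mean plus 3 SD over all tested compounds, cut at about 24% in these data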;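 also: cytokine-independent growth of Ba/F3 cells driven by EpoR plus mutant JAK2; 0% = DMSO-treated cells and 100% = JAK inhibitor I control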
S1P4 ag = activates the human S1P4 receptor; O95977; S1P4-expressing cell line, agonist reporter assay; activation, % at 4.98 µM; 0.35% of 220,000 active; AID 1509; in the data active = activation above about 11%;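 also: 0% = DMSO vehicle and 100% = reference agonist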
Runt-CBFb FRET = Runt domain-CBFb interaction inhibition; Q01196+Q13951; Cerulean-Runt/Venus-CBFb FRET ratio 530/480, 1 h; inhibition, % at 20 µM; 0.46% of 220,000 active; AID 1496;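 active = inhibition over about 50% at 20 µM in the single-dose screen, limit read from the data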;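 also: 0% = DMSO wells and 100% = excess unlabeled CBFb competitor control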
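Doses: 20 µM compound in 1% DMSO | Material: Cerulean-labeled Runt domain protein | Amount: Each fluorescent fusion protein 100 nM | Schedule: Two 1 h room-temperature incubations shielded from light | Measured by: FRET fluorescence | Evaluation: Loss of energy transfer signal | Controls: Unlabeled CBFb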
NPY-Y1 PAM-ag = potentiates or activates human NPY-Y1 receptor; P25929; NPY-Y1 expressing cells, potentiator/agonist activation; activation, % at 3.6 µM; 0.37% of 220,000 active; AID 1304; in the data active = activation above about 33%, passing the limit was not always enough;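 also: cells stimulated with NPY at EC10 then isoproterenol at EC100; 0% = low agonist plus stimulus and 100% = saturating agonist plus stimulus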
NPY2 pot ag = human NPY-Y2 potentiation or agonism, primary screen; 0.45% of 220,000 active; cells expressing NPY-Y2, potentiator/agonist read-out; P49146; activation, % at 3.6 µM; in the data active = activation above about 27%;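 also: cells stimulated with NPY near EC25 plus isoproterenol at EC100; 0% = vehicle plus submaximal agonist and 100% = vehicle plus saturating agonist; some results beyond the cut were filed as inactive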
Target sequence (P49146 whole entry, looked up): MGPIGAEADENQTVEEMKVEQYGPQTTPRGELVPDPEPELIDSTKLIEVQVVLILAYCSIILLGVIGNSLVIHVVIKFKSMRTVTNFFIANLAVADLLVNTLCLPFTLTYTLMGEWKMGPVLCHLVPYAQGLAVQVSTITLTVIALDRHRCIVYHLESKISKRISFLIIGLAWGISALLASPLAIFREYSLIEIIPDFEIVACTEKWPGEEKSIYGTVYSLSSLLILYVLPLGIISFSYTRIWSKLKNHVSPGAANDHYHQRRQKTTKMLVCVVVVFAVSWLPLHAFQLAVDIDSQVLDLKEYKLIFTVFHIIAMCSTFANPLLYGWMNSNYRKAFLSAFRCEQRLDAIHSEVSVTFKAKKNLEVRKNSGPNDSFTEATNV
An asterisk follows results filed as active; . = not tested or not shown. Not a hit list, and some 3.6% of all compounds hit somewhere here.

Every second line gives: S1P4 antag	RBBP9 inhibitor	BaF3 parental	NPY-Y1 antag	Ba/F3 V617F tox	S1P4 ag	Runt-CBFb FRET	NPY-Y1 PAM-ag	NPY2 pot ag
> Cc1cc2c(cc1S(=O)(=O)Nc1cccc(F)c1C)NC(=O)CO2
 : 5	-5	3	-2	0	1.6	-1	7	-6
> CCc1ccc(NC(=O)CC2C(=O)N(c3cccc(C)c3)C(=O)N2C2CC2)cc1 (centres undefined)
 : -9	-12	3	1	1	0.3	0	-4	10
> O=C(NC(Cc1c[nH]c2ccccc12)C(=O)O)c1cccs1 (centres undefined)
 : -3	9	0	5	1	-1.1	0	-11	8
> Fc1ccc(-c2cc(C(F)(F)C(F)F)[nH]n2)cc1
 : 6	-11	4	.	-1	1.7	-1	-29	-17
> CCCCNC(=O)NC1C(NC(=O)NCCCC)N(C)C(=O)N1C (centres undefined)
 : -10	-3	5	0	-2	-1.6	1	-12	3
> O=C(CN1C(=O)C2C3C=CC(C3)C2C1=O)Nc1ccc2nccnc2c1 (centres undefined)
 : -8	-6	4	-3	2	-3.0	3	11	-11
> Cc1ccc(NC(=O)c2c(C)nn(-c3ccccc3)c2Cl)c(C)c1
 : -10	4	8	9	-5	0.0	-2	12	-8
> CCOC(=O)c1c(-c2ccccc2)csc1NC(=O)CSc1nc(C)cc(C)n1
 : 2	-8	7	20*	4	0.7	-4	-36	-23
> COc1ccccc1-n1cnc2cc(NC(C)=O)ccc21
 : -10	-4	4	-3	-1	-2.4	-1	-7	-6
> CC1C/C(=C/c2ccncc2)C(=O)/C(=C/c2ccncc2)C1 (centres undefined)
 : 15	-3	-2	6	15	-1.1	-1	-33	-24
> CC1(C)SC2C(NC(=O)COc3ccccc3)C(=O)N2C1C(=O)O (centres undefined)
 : -13	-9	1	-4	-2	3.0	2	0	-7
> CCC(=O)NCCCOc1ccccc1
 : 10	1	-5	-6	-5	0.7	0	3	6
> COc1cccc(C(=O)C2CCCN(C(=O)CCC3=NNC(=O)CC3)C2)c1 (centres undefined)
 : -3	-3	0	3	-5	0.8	0	10	9
> Cc1ccc(N2C(=O)CS/C2=C(\C(Cl)=C(Cl)Cl)[N+](=O)[O-])cc1
 : 9	7	3	1	-3	0.0	1	-9	8
> CCCC(=O)Nc1c(-c2cccs2)c(=O)c2ccccc2n1C
 : -10	-10	2	2	2	3.8	-1	-12	4
> CC(C)Oc1ccc(C2CC(=O)N(c3cccc(Br)c3)C2=O)cc1 (centres undefined)
 : -27	-11	8	.	3	1.4	3	-4	2
> Clc1ccc(Cn2ncc3c(N4CCCCC4)ncnc32)cc1
 : -16	-6	4	-1	-2	0.7	-2	-16	-10
> CC(=O)c1cnn(-c2ccccc2)c1C
 : -6	-5	-4	0	-4	3.0	-1	6	3
> COc1ccc(CCn2c(N)cc(=O)[nH]c2=O)cc1OC
 : 7	-5	3	1	-3	0.1	0	-9	-8
> COc1ccc(CCNC(=O)C2CCN(S(=O)(=O)c3c(C)noc3C)CC2)cc1OC
 : 3	9	7	-4	0	0.0	1	-8	-7
> O=C(NNc1c(Cl)cncc1Cl)c1cccs1
 : -15	-9	-2	.	-2	4.0	1	1	14
> O=C(NS(=O)(=O)Oc1ccc(Cl)cc1)OC[C@@H]1CCCN2CCCC[C@H]12
 : -6	-4	8	10	0	0.5	2	1	2
> CCOC(=O)c1cc(N)cc([N+](=O)[O-])c1
 : -8	6	2	3	-7	0.4	-1	3	-3
> FC(F)(F)c1nc2ccccc2nc1N/N=C\c1ccccc1
 : -11	-4	1	-1	3	-0.1	-5	18	2
> CCN=C1Sc2nc3ccc(OCC)cc3cc2CN1CCOC
 : -19	-6	10	6	2	-3.2	3	-15	-20
> COCCn1c(=O)[nH]c(=O)c2c1nc(-c1cc(Br)c3c(c1)OCO3)n2Cc1ccccc1
 : -7	-4	6	13	3	-2.5	1	-25	-17
> Cc1cccc(C)c1OCC(=O)Nn1c(COc2ccccc2)nc2ccccc2c1=O
 : 16	-1	6	17	0	-1.8	-13	-47	-5
> Nc1nnc(-c2cccc([N+](=O)[O-])c2)o1
 : 5	-10	0	.	6	0.1	0	-17	12
> COC(C(=O)NC1CC1)c1ccccc1 (centres undefined)
 : 6	-5	6	4	3	-0.8	-2	-16	-4
> Cc1ccc(-n2cc(-c3ccccc3)c3c(N4CCN(C)CC4)ncnc32)cc1
 : 0	0	11	12	1	-0.7	-1	-35	-36
> Cc1nnc(SCC(=O)N2c3ccccc3C(C)(c3ccccc3)CC2(C)C)s1 (centres undefined)
 : -8	-4	1	9	-2	-0.6	-5	-16	-6
> CCn1c(CNc2cccc(C(F)(F)F)c2)n[nH]c1=S
 : -17	-9	1	7	1	1.0	6	9	1
> Cc1cccc(-c2nc(=S)c3c(o2)CCCC3)c1
 : -13	-4	2	5	1	-0.1	24	-1	-1
> CCC(=O)c1cc2c(C)cc(=O)oc2c(C)c1OC
 : -5	4	6	-3	0	-3.1	0	-4	5
> CC(C)NC(=O)CC1C(=O)NCCN1CC(c1ccccc1)c1ccccc1 (centres undefined)
 : 0	4	1	-3	-4	-3.4	-4	-7	0
> CN(C)C(=O)/C(=C\c1ccncc1)NC(=O)c1ccccc1
 : -13	-2	1	-1	-3	2.3	0	11	8
> CN(CCCNC(=O)c1cc2c(Cl)nc3ccccc3c2s1)Cc1ccccc1
 : 1	-3	7	0	1	-0.6	-4	-8	-5
> Fc1ccc(CNC(=S)NC2CCCC2)cc1
 : -6	-2	3	-1	-4	-0.5	-2	18	7
> O=C(CCCn1c(=S)[nH]c2cc3c(cc2c1=O)OCO3)N1CCN(c2ncccn2)CC1
 : 2	-2	57*	3	64*	-1.1	0	-29	-4
> Cn1c(=O)c2c(-c3ccccc3)n(-c3ccccc3O)cc2n(C)c1=O
 : -3	-10	5	-4	3	2.1	-1	-2	-15
> COC(=O)c1ccc(N2CCN(C)CC2)c(NC(=O)c2cccnc2)c1
 : -12	-6	2	-2	-1	3.3	1	-14	-5
> C=CCOCC(O)CS(=O)(=O)Cc1ccc(Cl)cc1 (centres undefined)
 : 12	3	1	0	-1	2.4	2	15	9
> CCOC(=O)C1CCN(S(=O)(=O)c2c(C)[nH]c(=O)[nH]c2=O)CC1
 : -11	1	1	4	-5	1.5	-1	6	4
> Cc1ccc(NC(=O)C/C(N)=N/O)cc1C
 : -3	-6	-1	1	1	0.9	-2	-9	-12
> COc1ccc(C(=O)c2ccccc2)c2c(O)ccc(C(=O)c3ccccc3)c12
 : -9	-6	11	-4	0	1.4	10	2	17
> CCc1ccccc1N(CC(=O)Nc1cccc(N(C)S(C)(=O)=O)c1)S(C)(=O)=O
 : -9	-8	3	3	0	2.4	1	-25	9
> C[C@@H](C(=O)Nc1ccc2ccccc2c1)[C@H]1C[C@]1(C)[C@H](NC(=O)c1cnccn1)c1ccccc1
 : 19	-6	7	2	2	0.6	-4	0	-2
> COC(=O)N/N=C1\CCCc2c(C)cc(C)cc21
 : -9	-6	0	-1	-3	-0.7	1	-2	-19
> COc1cccc(-c2nnn(CC(=O)Nc3cc(OC)c(NC(=O)c4ccco4)cc3OC)n2)c1
 : -8	-4	2	8	-4	2.3	-2	2	0
> CCCCc1ccc(NC(=O)C2CCCO2)cc1 (centres undefined)
 : -3	-13	-2	-1	0	0.0	-3	-6	-6
> O=C(CC1C(=O)NCCN1Cc1cccc(Oc2ccccc2)c1)NCCn1cccn1 (centres undefined)
 : 8	-1	9	1	4	-1.4	-2	5	-5
> COc1cc(NC(=O)CN2C(=O)NC(C)(CCC(C)C)C2=O)cc(OC)c1 (centres undefined)
 : -1	-7	2	-7	-3	1.5	-4	12	6
> CC(Oc1ccc(Cl)cc1Cl)C(=O)NC1=NN(c2ccccc2)C(=O)C1 (centres undefined)
 : 6	-7	-2	-1	-1	0.5	-3	9	-6
> C/C(=N/n1cnnc1)c1cccnc1
 : 6	-2	-1	-8	-3	-0.6	0	-2	-5
> Cc1cc(NC(=O)CS(=O)(=O)c2cn(Cc3cccc(F)c3)c3ccccc23)no1
 : 15	-4	3	-2	-1	-3.9	2	13	-13
> C/C(=N/Nc1ccc(F)cc1)c1ccc(Cl)s1
 : -4	-5	1	0	-4	-0.3	7	14	14
> Cc1ccc(Sc2c(C(=O)Nc3ccc(F)cc3F)c(C(F)(F)F)nn2C)cc1
 : 3	-3	3	12	-4	-2.4	-2	-28	-19
> Cc1ccc(-c2cc(C(=O)N3CCc4ccccc4C3)no2)cc1
 : 7	-10	1	29*	2	-0.1	-1	-41	-30
> CCOC(=O)c1ccc(-n2c(CN3CCOCC3)nc3ccc([N+](=O)[O-])cc3c2=O)cc1
 : -16	-4	1	-3	0	0.4	-1	-9	15
> Cc1ccc(CS(=O)(=O)CCC(=O)NCCCN2CCCC2=O)cc1
 : -10	-2	3	1	0	2.5	0	13	7

Following part.
Every second line gives: S1P4 antag	RBBP9 inhibitor	BaF3 parental	NPY-Y1 antag	Ba/F3 V617F tox	S1P4 ag	Runt-CBFb FRET	NPY-Y1 PAM-ag	NPY2 pot ag
> O=C(CCCN1C(=O)c2cccnc2C1=O)Nc1ccc(Br)cc1
 : -11	0	7	1	1	-0.1	1	1	4
> COc1cc(NC(=S)N2CCN(c3ccccn3)CC2)cc(OC)c1
 : -17	-4	3	1	-1	-1.0	3	-14	8
> O=C(NC1CCCCC1)Sc1ccc(Cl)cc1
 : -3	-3	2	2	3	0.8	39	-8	-17
> CC(C(=O)N1CCCCCC1)c1ccc([N+](=O)[O-])cc1 (centres undefined)
 : -8	-4	1	10	-2	-0.4	0	3	-9
> C/C(=N\N=C(/N)SC1CC(=O)N(c2ccc(Cl)c(Cl)c2)C1=O)c1cccs1 (centres undefined)
 : -8	-7	-1	-8	3	0.8	-3	24	14
> COc1ccc(COc2ccccc2C(=O)Nc2ccccn2)cc1[N+](=O)[O-]
 : -23	-6	2	-3	-2	-0.7	-4	-11	-18
> CCOc1ccc(NC(=O)c2sc(NC(C)=O)c(C(=O)OC)c2C)cc1
 : 0	-1	8	7	1	1.7	0	-2	-18
> Cn1cc(Br)c(C(=O)NC2C3CC4CC(C3)CC2C4)n1 (centres undefined)
 : -10	-6	1	-2	2	-5.0	-3	-22	2
> Cc1cc(=O)oc2cc(OCC3CC(c4ccccc4)=NO3)ccc12 (centres undefined)
 : -16	2	8	4	2	0.5	-4	-7	-7
> COc1ccc(CNC(=O)CCC(=O)N2CCN(S(=O)(=O)c3ccc(Cl)cc3)CC2)cc1
 : 8	6	-1	-2	-1	-0.1	-2	-8	-2
> Cc1ccc(Cl)cc1NC(=O)c1ccccn1
 : -2	0	5	-3	-1	1.2	-2	9	-6

2 compounds picked at random from those above, as already listed:
Every second line gives: S1P4 antag	RBBP9 inhibitor	BaF3 parental	NPY-Y1 antag	Ba/F3 V617F tox	S1P4 ag	Runt-CBFb FRET	NPY-Y1 PAM-ag	NPY2 pot ag
> CCOc1ccc(NC(=O)c2sc(NC(C)=O)c(C(=O)OC)c2C)cc1
 : 0	-1	8	7	1	1.7	0	-2	-18
> COc1ccc(CNC(=O)CCC(=O)N2CCN(S(=O)(=O)c3ccc(Cl)cc3)CC2)cc1
 : 8	6	-1	-2	-1	-0.1	-2	-8	-2
